# Large T inhibition – SV40 large T antigen inhibitors, biochemical (AID 1903) | hit rate 0.39% among 310,000 | inhibition, % at 20 µM, or IC50 in µM where a hit was titrated | SV40 large T antigen ATPase/helicase inhibition assay; higher % means a stronger effect; in the data active = a potency from the dose series; inconclusive = inhibition mostly from about 32% at the one dose, without a potency; inactive = the rest, 99 in 100 with inhibition below about 32%; note: strong numbers were not always called active
# GPR55 beta-arrestin – GPR55 agonists via beta-arrestin recruitment, primary screen, imaging, U2OS cells, beta-arrestin-GFP redistribution (AID 1961). G-protein coupled receptor 55 (Homo sapiens). U2OS GPR55 beta-arrestin-GFP redistribution imaging; higher % means a stronger effect. one-dose activation, % at 10 µM; EC50 in µM for titrated hits. hit rate 0.048% among 290,000;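 active = activation above 40% with more than 50 cells counted in the well; inconclusive = wells holding fewer than 50 cells, flagged as toxic or sparse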;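 note: U2OS osteosarcoma cells stably expressing GPR55 and beta-arrestin-GFP; plate controls were DMSO negative control for no effect and LPI positive control for full effect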
# HEK293 NOD2/NF-kB – NOD2 signaling inhibitors, cell-based, luminescence, uHTS, HEK293 (AID 1566). HEK293 NOD2/NF-kB luciferase reporter, luminescence; higher % means a stronger effect. one-dose inhibition, % at 4 µM; EC50 in µM for titrated hits. hit rate 0.63% among 290,000; note: many of its hits are not listed in these tables
# HIV fusion peptide – inhibitors of HIV fusion peptide binding, primary screen, biochemical, uHTS, fluorescence dequenching (AID 1986); cell-free peptide binding, fluorescence dequenching, 30 min; higher % means a stronger effect; one-dose inhibition, % at 20 µM; IC50 in µM for titrated hits; hit rate 0.3% among 290,000; in the data active = inhibition mostly above about 52%, no sharp cut-off; inactive = mostly below about 76%; note: some results filed as inactive read as strong as hits
# Rac1 GTP hydrolysis – MgcRacGAP GTPase-activating activity inhibitors, confirmation, biochemical, ADP Hunter fluorescence | Rac GTPase-activating protein 1 (Homo sapiens) | hit rate 0.6% among 340,000 | MgcRacGAP-stimulated Rac1 GTP hydrolysis, ADP Hunter fluorescence; higher % means a stronger effect; GST-tagged Rac1 F28L mutant substrate | inhibition, % at 30 µM; hits with a dose series show IC50 in µM | AID 624330, 2012;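 active = first-screen hits whose inhibition reached a set limit at any dose in the follow-up dose series; inconclusive = inhibition above the set first-screen limit but never retested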;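 note: fluorescence reports GDP produced by GAP-driven GTP hydrolysis; strong numbers were not always called active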
# KOR beta-arrestin-1 – KOR agonists, beta-arrestin recruitment, primary screen, cell-based, luminescence, uHTS (AID 1777); Kappa-type opioid receptor (Homo sapiens); KOR beta-arrestin recruitment, luminescence; higher % means a stronger effect; one-dose activation, % at 10 µM; EC50 in µM for titrated hits; hit rate 0.02% among 280,000; in the data active = activation above about 50%, passing the limit was not always enough; note: a part of the inactive calls stands beside numbers as strong as those of hits
# GPR55 antagonists – GPR55 antagonists blocking LPI-driven arrestin recruitment, primary screen, imaging, U2OS, beta-arrestin-GFP, LPI agonist (AID 2013). G-protein coupled receptor 55 (Homo sapiens). hit rate 0.13% among 290,000. U2OS GPR55 beta-arrestin-GFP translocation imaging, LPI antagonism; higher % means a stronger effect. inhibition, % at 10 µM, or IC50 in µM where a hit was titrated;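 active = spots per cell inhibited over 60%, with over 100 cells counted and total cytoplasm intensity under 500,000; inconclusive = wells with under 100 cells, flagged as likely toxic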;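 note: U2OS cells stably carrying GPR55 and arrestin-GFP stimulated by 5 µM LPI near EC80; imaged beta-arrestin-GFP aggregate spots per cell after agonist stimulation; plate controls were LPI-stimulated DMSO wells for no effect and DMSO wells without LPI for full effect; some results filed as inactive read as strong as hits; confirmed hits need IC50 under 10 µM and bright autofluorescent wells are also inconclusive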
# NOD1 inhibition – NOD1 signaling inhibitors, primary screen, cell-based, luminescence, uHTS (AID 1578). NOD1-driven NF-kB luciferase reporter cells, luminescence; higher % means a stronger effect. inhibition, % at 4 µM; hits with a dose series show EC50 in µM. hit rate 1% among 290,000; in the data active = inhibition mostly above about 36%, no sharp cut-off; inactive = mostly below about 34%;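 note: HEK-293T reporter cells stimulated with the NOD1 agonist gamma-tri-DAP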
# KOR beta-arrestin-2 – KOR antagonists, beta-arrestin recruitment, cell-based, luminescence, uHTS (AID 1778). KOR beta-arrestin recruitment, luminescence, antagonist mode; higher % means a stronger effect. one-dose inhibition, % at 10 µM; IC50 in µM for titrated hits. hit rate 0.091% among 290,000; note: strong numbers were not always called active
# Numbers without * were called inactive; ? = inconclusive; . = not tested or not shown; [ ] = remark or other dose. Cut-off read from the data, not from the text of the source, unless noted: active = inhibition above about 50%; inactive = the rest.
# Every second line gives: Large T inhibition | GPR55 beta-arrestin | HEK293 NOD2/NF-kB | HIV fusion peptide | Rac1 GTP hydrolysis | KOR beta-arrestin-1 | GPR55 antagonists | NOD1 inhibition | KOR beta-arrestin-2
Cc1c(CC(=O)N[C@@H](C)C(=O)O)c(=O)oc2cc3occ(-c4ccccc4)c3cc12
  11.8% | -0.1% | 14.0% | 4.2% | 7.4% | -0.1% | 7.7% | -22.3% | -7.8%
CCOc1cc(/C=N/NC(=O)c2ccc3c(c2)OCCO3)cc(Br)c1O
  25.6% | -0.2% | -14.8% | 0.1% | 18.5% | -0.3% | -15.4% | -20.3% | -23.0%
COc1cccc(N(C(=O)c2ccco2)c2nc(-c3sc(NC(=O)c4ccco4)nc3C)cs2)c1
  10.4% | 0.0% | 36.7% | 16.3% | 12.1% | -0.3% | 7.7% | 64.9% | -10.9%
Cc1cc2ncc(C(=O)Nc3ccccc3)c(C)n2n1
  5.5% | -0.1% | -11.8% | -1.4% | 7.8% | 1.7% | 7.1% | -23.3% | 8.0%
O=C(NCc1ccccc1)NC1(C(=O)Nc2ccc3c(c2)OCCO3)CCCCC1
  2.0% | -0.1% | 6.6% | -0.2% | 2.9% | 5.8% | -0.3% | -7.5% | -3.4%
O=C(COc1ccc([N+](=O)[O-])cc1)Nc1cccnc1
  -2.8% | 0.0% | -4.8% | 0.7% | 1.4% | -1.8% | -1.5% | -28.3% | -1.4%[20 µM]
Cc1ccc(CNC(=O)C2CCN(S(=O)(=O)c3ccc4c(c3)CC(C)N4C(=O)C3CC3)CC2)cc1 (configuration not stated)
  1.0% | -0.1% | 9.8% | -0.5% | 9.1% | 0.5% | 3.7% | 11.0% | -18.3%
CN(C(=O)c1ccccc1OCc1ccc(Cl)cc1)c1ccccc1
  10.6% | 0.0% | 0.7% | -0.8% | -4.2% | 6.0% | 4.2% | -26.8% | -6.1%
C/C(=N\NC(=O)C(O)c1ccccc1)c1ccc(Cl)s1 (configuration not stated)
  15.3% | -0.2% | 5.7% | -2.0% | 6.7% | -3.2% | 4.8% | -26.3% | -4.7%
CCOC(=O)Cc1csc(NC(=O)CCC(=O)O)n1
  6.8% | 0.2% | -15.7% | -1.5% | . | 2.9% | 0.1% | 13.3% | -21.4%
COC(C[C@H](O)[C@@H](C)[C@@H](O)COCc1ccccc1)OC
  . | 1.4% | 21.2% | -1.5% | -3.0% | 3.3% | 2.0% | 5.7% | 9.4%
COc1cc(NC(=O)CNC(=O)Cn2c(C)cc3ccccc3c2=O)cc(OC)c1OC
  2.4% | 0.0% | 0.7% | -0.1% | -6.3% | -4.1% | -5.0% | -35.7% | -5.0%
O=C(O)c1ccccc1SC1CC(=O)N(c2ccc3c(c2)OCO3)C1=O (configuration not stated)
  8.6% | -0.3% | 21.3% | 2.2% | -5.8% | -0.7% | 9.3% | -15.3% | -6.1%
CSc1ccccc1NC(=O)COc1ccc(S(=O)(=O)N2CCCC2)cc1
  2.9% | -0.2% | 0.0% | -1.0% | 8.3% | -2.2% | 2.7% | 5.9% | -30.2%
COc1cc2[nH]c(=O)n(CCC(=O)N3CCN(Cc4ccccc4)CC3)c(=O)c2cc1OC
  10.6% | 0.2% | 1.2% | -1.6% | 8.7% | 1.8% | 1.1% | -12.4% | -27.8%
Cc1[nH]c(C)c(S(=O)(=O)N2CCN(c3cccc(Cl)c3)CC2)c1C(=O)N1CCCCC1
  2.8% | -0.3% | -8.1% | -1.8% | 10.9% | 1.5% | -2.7% | -48.2% | -22.0%
O=C(NCc1ccc(-c2nc3ccccc3s2)cc1)c1ccc(Br)o1
  0.3% | 0.3% | 3.9% | 1.8% | 10.7% | 3.9% | -0.1% | -18.5% | -9.8%
CCN1CCn2c3c(c4cc(Cl)ccc42)CCCC31 (configuration not stated)
  15.3% | 0.2% | 2.4% | -3.9% | 12.1% | 1.8% | -15.3% | -6.0% | -17.1%
O=c1c2c(nc3nc(CCc4ccccc4)[nH]n13)CCC2
  10.2% | 0.1% | 3.6% | 0.2% | 6.4% | -2.4% | 10.3% | -13.2% | 8.0%
O=C(N/N=C/c1ccc(N2CCOCC2)s1)c1ccccc1Cl
  19.1% | -0.3% | 11.9% | 9.8% | 25.1% | 0.8% | 13.3% | -46.0% | 19.4%
CC(=O)Nc1ccc(Nc2nnc(-c3ccc(C)c(S(N)(=O)=O)c3)c3ccccc23)cc1
  13.6% | 0.0% | 23.2% | 1.3% | 6.2% | 0.7% | -1.6% | 3.3% | -18.8%
Cc1ccc([N+](=O)[O-])cc1NC(=O)CCSc1ccc(Cl)cc1
  0.7% | -0.2% | -10.5% | -0.5% | 11.4% | -3.3% | 14.7% | 13.2% | 1.1%
CCN(C(=O)c1cnc(NC(C)C)cc1C(F)(F)F)c1ccc(Cl)cc1Cl
  10.4% | -0.1% | -9.7% | 0.7% | 4.9% | 3.6% | 3.0% | -6.4% | 25.9%
COc1ccc(/C=N/NC(=O)OC(C)(C)C)cc1OC
  1.5% | 0.5% | 0.7% | -0.4% | -1.0% | -3.7% | 6.2% | 13.0% | -6.5%
Cc1ccc(C)c(S(=O)(=O)Nc2ccc(S(=O)(=O)Nc3onc(C)c3C)cc2)c1
  4.7% | -0.2% | 11.3% | 1.1% | 14.3% | . | -1.2% | 8.7% | 16.0%
Cc1ccc(-n2ncc3c(=O)[nH]c(SCC(=O)N4CCC(C)CC4)nc32)cc1C
  -8.6% | -0.1% | 11.2% | 1.1% | 9.7% | 7.9% | 5.9% | . | 14.6%
COC(=O)C1=NN(c2ccc(C)cc2)C2(S1)SC(C(C)=O)=C(C)N2c1ccccc1 (configuration not stated)
  -2.3% | -0.1% | 7.2% | -1.2% | 0.9% | -2.4% | 1.4% | 11.6% | -69.0%
CCOC(=O)C1=C(c2ccccc2)NC(SCC(=O)Nc2ccccc2C)=C(C#N)C1c1ccco1 (configuration not stated)
  3.4% | -0.1% | -1.4% | 2.0% | 5.7% | 0.5% | -2.5% | -11.3% | -0.8%
O=C(N=C1SC2CS(=O)(=O)CC2N1CCc1ccccc1)C1CC1 (configuration not stated)
  11.4% | -0.1% | 17.0% | 0.3% | 10.1% | 2.7% | 9.1% | -5.1% | 1.8%
COc1ccc(CNC(=O)Cn2cccc2C(=O)c2ccccc2)cc1
  8.7% | -0.3% | -8.6% | 0.1% | 12.1% | 0.0% | 0.0% | -37.8% | -72.3%
COC(=O)/C(C#N)=C/c1c(N2CCN(c3ccccc3)CC2)nc2c(C)cccn2c1=O
  . | -0.1% | 19.7% | 4.4% | 8.0% | 0.8% | 10.9% | 3.2% | 3.5%
COc1ccc(N2CCN(Cc3nc4c(c(=O)n(C)c(=O)n4C)n3CCc3ccccc3)CC2)cc1
  16.4% | 0.0% | 0.6% | -0.6% | ? | 4.1% | -2.0% | -14.3% | -4.8%
COc1ccc(C(=O)NCc2ccc3c(c2)OCO3)cc1S(=O)(=O)N(C)Cc1ccccc1
  4.0% | -0.2% | -76.6% | 2.6% | 7.8% | 0.3% | 11.9% | -34.4% | 4.4%
N#CC1=C(N)OC2=C(C(=O)CCC2)C1c1cccs1 (configuration not stated)
  23.0% | -0.2% | -3.5% | -0.2% | 7.9% | -2.6% | 12.2% | -41.6% | -17.2%
CCC(OC(=O)c1ccco1)C(=O)NCc1ccc(OC)cc1 (configuration not stated)
  1.8% | -0.2% | -13.3% | 0.5% | 3.7% | 3.8% | -13.6% | -17.3% | -46.3%
COc1cc(CN2CCC(C(=O)NC3CCCC3)CC2)cc(OC)c1O
  6.7% | -0.1% | 3.7% | -1.8% | 23.1% | 0.8% | -11.1% | -13.2% | 30.2%
Oc1cccc(N2Cc3ccccc3C2)c1
  6.7% | -0.1% | 6.4% | 0.6% | 15.0% | -3.3% | -4.4% | -3.5% | -37.1%
CS(=O)(=O)N(CC(O)CON=C1c2ccccc2-c2ccccc21)c1ccc(F)cc1 (configuration not stated)
  -2.4% | 0.1% | 3.9% | -0.5% | 11.8% | 11.8% | 4.1% | -22.6% | -20.7%
CN(C)c1ccc(Nc2cc(Cl)ncn2)cc1
  7.46µM* | 1.8% | -4.6% | -1.9% | ? | 0.3% | 3.0% | -35.7% | -46.6%[20 µM]
CN(Cc1ccsc1)C(=O)CCc1nnc(Cc2c[nH]c3ccccc23)o1
  -2.9% | -0.1% | 22.5% | -1.6% | 6.0% | . | 1.9% | -30.1% | -11.9%[20 µM]
COc1ccc(NS(=O)(=O)c2ccc(N3CCOCC3)c(NC(=O)c3ccco3)c2)cc1
  6.8% | 0.0% | 21.3% | -2.3% | 1.3% | -3.6% | 13.0% | 14.4% | 18.5%
O=C(c1ccccc1F)N(Cc1ccccc1)C1CCS(=O)(=O)C1 (configuration not stated)
  13.4% | -0.1% | 6.4% | -1.3% | -6.3% | 2.6% | -11.2% | -18.7% | -20.2%
Clc1ccc(N=C2SCCS2)cc1
  1.3% | 0.3% | -16.4% | -1.3% | 1.5% | . | -8.9% | 6.8% | -31.6%
CN1CCN(CC#CCC2(O)c3ccccc3-c3ccccc32)CC1
  2.7% | -0.6% | -3.6% | 1.0% | 5.2% | -3.7% | 0.1% | -24.1% | -5.9%
CCc1c(O)nc(SCC(N)=O)n(-c2ccccc2F)c1=O
  4.3% | 0.4% | -2.3% | -1.2% | -0.5% | -3.3% | 12.0% | -13.2% | 24.2%
O=C(Cc1ccc(Cl)cc1)NC(=S)Nc1ccccc1O
  9.4% | -0.1% | 17.7% | 2.4% | 10.4% | 0.3% | -6.8% | -21.0% | -36.7%

# Quoted at random: 3 compounds from above
# Every second line gives: Large T inhibition | GPR55 beta-arrestin | HEK293 NOD2/NF-kB | HIV fusion peptide | Rac1 GTP hydrolysis | KOR beta-arrestin-1 | GPR55 antagonists | NOD1 inhibition | KOR beta-arrestin-2
COc1ccc(N2CCN(Cc3nc4c(c(=O)n(C)c(=O)n4C)n3CCc3ccccc3)CC2)cc1
  16.4% | 0.0% | 0.6% | -0.6% | ? | 4.1% | -2.0% | -14.3% | -4.8%
O=C(NCc1ccc(-c2nc3ccccc3s2)cc1)c1ccc(Br)o1
  0.3% | 0.3% | 3.9% | 1.8% | 10.7% | 3.9% | -0.1% | -18.5% | -9.8%
CN1CCN(CC#CCC2(O)c3ccccc3-c3ccccc32)CC1
  2.7% | -0.6% | -3.6% | 1.0% | 5.2% | -3.7% | 0.1% | -24.1% | -5.9%

# High-throughput results deposited in PubChem by several laboratories.

# Only part of the results is shown; count on the stated rates, not on these rows.
